procasp7 counter: counter-screen: procaspase-7 (human) activation; recombinant procaspase-7, Ac-DEVD-pNA absorbance 405 nm; D23A/D198A/D206A triple mutant, cannot self-cleave; scale: DMSO 0, 5 µM enzyme 100; activation, % at 8.5 µM; hit rate 0.093% among 330,000; AID 463210;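 active means percent activation above the screen-wide mean plus 3 SD, cut at about 25% in these data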
Target sequence (P55210 whole entry D23A/D198A/D206A): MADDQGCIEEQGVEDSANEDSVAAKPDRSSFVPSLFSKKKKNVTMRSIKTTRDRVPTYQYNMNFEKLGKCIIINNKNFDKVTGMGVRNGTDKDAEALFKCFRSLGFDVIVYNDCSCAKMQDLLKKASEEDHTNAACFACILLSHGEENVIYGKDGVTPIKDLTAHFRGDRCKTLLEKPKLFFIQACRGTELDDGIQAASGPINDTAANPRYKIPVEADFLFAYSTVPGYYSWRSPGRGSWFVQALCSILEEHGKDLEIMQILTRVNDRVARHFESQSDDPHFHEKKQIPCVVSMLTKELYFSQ
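System: Uncleavable procaspase-7 mutant enzyme; Amount: 2 µM procaspase-7 mutant as dispensed; Schedule: 1 h compound preincubation, 2 h substrate cleavage, 25 °C; Measured by: 405 nm absorbance of p-nitroaniline; Evaluation: percent activation from buffer-corrected 0–120 min absorbance change; Control set: low DMSO alone, high DMSO plus 5 µM PC-7.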
JMJD2C inh: inhibitors of human GASC-1 (JMJD2C) demethylase | GST-JMJD2C(1-420) H3K9me3 demethylation, DELFIA europium | Q9H3R0 | inhibition, % at 2.35 µM | hit rate 0.069% among 330,000;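 active means more than half of a compound's replicate wells show inhibition beyond 50%, single wells judged on their own value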;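 further: signal counts dimethyl H3K9 product captured on neutravidin plate; 0% = median of DMSO wells and 100% = 0.3 times that DMSO median; strong numbers were not always called active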
TPT1 inhibitor: inhibitors of Candida albicans tRNA 2'-phosphotransferase TPT1; recombinant caTPT1, FP RNA substrate dephosphorylation; inhibition, % at 5 µM; hit rate 0.81% among 300,000;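 active means inhibition above the mean of all tested compounds plus 3 SD, set per screening campaign, cut at about 24% in these data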;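 further: plate controls were DMSO alone for no effect and ferristatin control at 100 nM for full effect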
CTSL1 counter: blocks F. hepatica cathepsin L1 in PFM18AAP counter-screen; recombinant F. hepatica cathepsin L1, Z-Leu-Arg-MCA fluorescence; inhibition, % at 5.96 µM; hit rate 0.49% among 300,000; AID 1906;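 active means inhibition above the mean of all tested compounds plus 3 SD, set per screening campaign, cut at about 17% in these data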;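 further: 0% = plate median of test compound wells and 100% = 1 µM Z-Phe-Ala-diazomethylketone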
proCasp3 act: activates human procaspase-3; recombinant procaspase-3 D3A, Ac-DEVD-pNA absorbance 405 nm; hit rate 0.11% among 330,000; activation, % at 8.5 µM; P42574;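 active means activation above the mean of all tested compounds plus 3 SD, cut at about 21% in these data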;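 further: 0% = DMSO alone and 100% = DMSO wells spiked with extra 5 µM PC-3 D3A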
Target sequence (P42574 whole entry D9A/D28A/D175A): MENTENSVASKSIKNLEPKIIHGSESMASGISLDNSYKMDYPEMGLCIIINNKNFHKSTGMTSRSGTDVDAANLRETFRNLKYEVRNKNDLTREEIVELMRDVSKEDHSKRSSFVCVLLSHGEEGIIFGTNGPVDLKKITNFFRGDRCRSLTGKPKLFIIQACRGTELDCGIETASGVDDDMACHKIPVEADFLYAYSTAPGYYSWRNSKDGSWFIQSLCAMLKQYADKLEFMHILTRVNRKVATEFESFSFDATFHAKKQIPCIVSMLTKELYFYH
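Assay system – Procaspase-3 D3A mutant · Benchmarks – DMSO low control, extra-enzyme high control · Technique – 405 nm absorbance of p-nitroaniline, reads at 0 and 120 min · Doses – 8.5 µM nominal · Measure – % activation between DMSO and enzyme-spiked controls · Also added – Ac-DEVD-pNA chromogenic peptide substrate · Schedule – 1 h compound preincubation, 2 h substrate hydrolysis at 25 °C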
Efflux pump inh: antifungal efflux pump inhibition, Nile Red retention; S. cerevisiae Candida pump triplex; inhibition, % at 10 µM; hit rate 0.44% among 330,000; AID 485275;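 active means plate passing quality check with inhibition over a set limit, or well fluorescence over plate mean plus 4 SD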;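 further: Nile Red retained in pooled yeast measured as flow cytometry median fluorescence; 0% = buffer negative control and 100% = Enniatin B positive control; higher means more Nile Red kept so more efflux inhibition; some compounds called inactive have numbers as strong as hits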
core dimer inh: HCV core protein dimerization inhibition | TR-FRET GST/Flag-core106 dimerization, 1536-well | inhibition, % at 5 µM | hit rate 0.33% among 300,000 | AID 1899;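 active means inhibition above the mean of all tested compounds plus 3 SD, set per screening campaign, cut at about 45% in these data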
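Assay system: Tagged HCV core106 pair (GST and Flag) | Buffer or medium: KF-containing HEPES buffer, pH 7.45, DTT, CHAPS, BSA | Also added: Eu donor and XL665 acceptor anti-tag antibodies | Dosing: One concentration, 5 µM, in 0.5% DMSO | Timing: 4 h at 22.5 °C | Technique: TR-FRET 671 and 617 nm emission | Repeats: Singlicate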
PP5 inh: blocks human protein phosphatase 5 activity | hit rate 0.18% among 320,000 | inhibition, % at 6.7 µM | purified PP5c, OMFP substrate fluorescence | P53041;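 active means inhibition above the campaign's mean inhibition across all tested compounds plus 3 SD, cut at about 9.5% in these data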;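 further: 0% = DMSO only and 100% = 100 µM cantharidin control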
PP1 inh: blocks human PP1-alpha phosphatase, a PP5 counter-screen | AID 2235 | purified PP1alpha, OMFP fluorescence | inhibition, % at 6.7 µM | P62136 | hit rate 0.9% among 320,000;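 active means inhibition above the mean inhibition of all tested compounds plus 3 SD, computed separately for each screening campaign, cut at about 15% in these data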
Target sequence (P62136 whole entry, looked up): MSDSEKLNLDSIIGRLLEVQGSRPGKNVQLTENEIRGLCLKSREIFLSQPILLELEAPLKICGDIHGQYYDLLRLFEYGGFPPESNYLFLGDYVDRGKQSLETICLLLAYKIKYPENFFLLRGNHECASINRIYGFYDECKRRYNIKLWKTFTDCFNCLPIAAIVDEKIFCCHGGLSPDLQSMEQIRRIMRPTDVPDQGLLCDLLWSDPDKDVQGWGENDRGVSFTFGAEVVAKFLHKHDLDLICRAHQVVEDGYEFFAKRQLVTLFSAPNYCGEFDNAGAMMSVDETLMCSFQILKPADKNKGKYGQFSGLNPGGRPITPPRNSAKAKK
Numbers without * were called inactive; nt = no result given. Rows were taken by chance. About 2.9% of those tested had a hit in this group.

SMILES | procasp7 counter | JMJD2C inh | TPT1 inhibitor | CTSL1 counter | proCasp3 act | Efflux pump inh | core dimer inh | PP5 inh | PP1 inh
Cc1ccc(S(=O)(=O)Nc2ccccc2C(=O)OC(C)C(=O)Nc2ccc3ccccc3c2)cc1[N+](=O)[O-] (stereo unspecified) | 4 | -31 | -2 | 5 | 5 | -0.1 | 47* | 2.8 | 5
COc1ccccc1NC(=O)C(CCS(C)(=O)=O)N1C(=O)c2ccccc2C1=O (stereo unspecified) | -4 | 2 | -2 | 1 | -3 | 0.0 | 3 | 0.3 | -5
O=C(CN1C(=O)/C(=C/c2ccccc2)SC1=S)NC1CCS(=O)(=O)C1 (stereo unspecified) | -5 | 2 | -1 | 1 | -8 | 0.1 | 8 | -2.4 | -4
COc1cc(NC(=O)c2cc(-c3ccco3)on2)c(OC)cc1Cl | 0 | 2 | 4 | -5 | 8 | -0.2 | 9 | 1.7 | 3
Cn1c(=O)c(C(=O)COC(=O)c2cc(-c3ccccc3)nc3ccccc23)c(N)n(Cc2ccccc2)c1=O | -4 | 5 | 16 | 3 | 7 | nt | -26 | 3.6 | 7
Cc1c(CN2CCC(C)CC2)c(=O)n(-c2ccccc2)n1C | 7 | 17 | 1 | 0 | 13 | 0.0 | 0 | 2.5 | 0
CCN(CC)c1ccc(S(=O)(=O)N2CCOCC2)cc1NC(=O)COC(=O)/C=C/c1ccc(C)o1 | -3 | -2 | -2 | 3 | -11 | 0.0 | 5 | 2.2 | -3
Cc1cc(C)cc(NC(=S)NCc2ccc(F)cc2)c1 | -12 | 5 | 1 | -3 | 7 | -0.1 | 0 | 0.6 | -2
O=C(O)COCC(=O)N1CCN(C2c3ccccc3-c3ccccc32)CC1 | 15 | -4 | 5 | -2 | 5 | 0.1 | 1 | -2.3 | -1
Cc1cc(C)c2c(c1)/C(=N/NC(=S)Nc1ccc(F)cc1)CCC2 | -7 | 4 | -6 | 1 | -2 | -0.1 | 17 | 4.0 | 0
Cc1ccc(-c2csc(=S)n2CC(=O)OCC(=O)NC(C)C(C)C)cc1 (stereo unspecified) | -9 | 6 | 0 | -9 | -1 | 0.7* | 7 | 3.1 | -12
CCCS(=O)(=O)N1CCCC(C(=O)NCCCN2CCN(c3ccccc3F)CC2)C1 (stereo unspecified) | 1 | 6 | -5 | -4 | 6 | 0.1 | -2 | -0.6 | -1
COc1ccc(C(=O)NNC(=O)c2ccccn2)cc1 | -2 | -2 | -1 | -1 | -13 | 0.0 | -1 | 1.4 | -2
CC(C(=O)Nc1ccccc1F)N1C(=O)c2ccccc2C1=O (stereo unspecified) | 3 | 10 | -1 | -2 | 10 | -0.1 | -2 | 3.3 | -2
O=C(COc1ccccc1)NCC(c1ccco1)N1CCN(c2ccccc2F)CC1 (stereo unspecified) | 11 | 12 | -1 | -6 | 3 | -0.1 | 4 | 2.1 | 1
COc1cccc(CNC(=O)C(C)n2ccc3cc(S(=O)(=O)N4CCCC4)ccc32)c1 (stereo unspecified) | -12 | 9 | -8 | -1 | 3 | 1.4 | -10 | 3.6 | -2
CCC(CC)C(=O)N=C1SC2CS(=O)(=O)CC2N1CCc1ccc(OC)c(OC)c1 (stereo unspecified) | 7 | -4 | -1 | 1 | -2 | 0.1 | 5 | 1.0 | -3
Cc1ccc(NC(=O)Cn2cc(C(=O)C3CC3)c3ccccc32)c(C)c1 | -6 | -15 | -3 | -1 | 4 | -0.1 | -5 | -0.1 | -5
O=C(COc1ccc(F)cc1)Nc1nnc(C2CC2)s1 | 3 | 1 | -1 | 4 | 12 | 0.0 | 1 | -0.3 | -3
CCN1CCN(CCCNC(=O)c2csc3c2CCCCC3)CC1 | 0 | -7 | 1 | 0 | -6 | 0.0 | -4 | 1.8 | 1
Nc1c(-c2ccccc2)n[nH]c1-c1ccccc1 | -3 | -4 | -2 | 4 | 0 | 0.1 | -6 | -0.9 | 2
Cc1nnc2sc(SCC(=O)Nc3ccc(Cl)cc3)nn2c1=O | 6 | 2 | -5 | -2 | 1 | -0.2 | -3 | 1.9 | 4
CCc1ccc(OCc2ccc(C(=O)NCc3ccccn3)o2)cc1 | 1 | -8 | -6 | 3 | 9 | -0.1 | 6 | 3.0 | 2
COc1ccc(Cc2nnc(N=Nc3c(O)[nH]c4ccc(Br)cc34)[nH]c2=O)cc1 | 9 | -13 | 0 | -2 | 4 | 0.2 | -8 | 6.1 | 3
CC1CCN(c2ccc(NC(=O)Cn3c(=O)oc4ccccc43)cc2)CC1 | -7 | -1 | 1 | -1 | -4 | 0.1 | 8 | 0.0 | -1
COc1ccc(O[C@@H]2O[C@H](COC(C)=O)[C@@H](OC(C)=O)[C@H](OC(C)=O)[C@H]2NC(C)=O)cc1 | 6 | 2 | -2 | -5 | 1 | -0.1 | -3 | 0.3 | 0
CC(=O)NS(=O)(=O)c1ccc(NC(=O)c2ccc3c(c2)NC(=O)CS3)cc1 | 4 | 5 | nt | nt | 6 | -0.1 | nt | nt | nt
CCOC(=O)c1cc(OC(=O)c2ccccc2Br)n(-c2ccccc2)n1 | 3 | 0 | 0 | -4 | -1 | 0.0 | 3 | -1.0 | -4
CC1CCCN(C(=O)COC(=O)C2CCN(S(=O)(=O)c3c(Cl)cccc3Cl)CC2)C1 (stereo unspecified) | 12 | 6 | 0 | 4 | 0 | -0.1 | 0 | 1.1 | -3
c1ccc(-c2csc(=Nc3cccnc3)n2CC2CCCO2)cc1 (stereo unspecified) | 0 | 4 | 0 | -2 | 3 | -0.1 | 7 | 1.6 | -1

3 structures already listed, ordered by count of non-hydrogen atoms, high to low.
SMILES | procasp7 counter | JMJD2C inh | TPT1 inhibitor | CTSL1 counter | proCasp3 act | Efflux pump inh | core dimer inh | PP5 inh | PP1 inh
CC(=O)NS(=O)(=O)c1ccc(NC(=O)c2ccc3c(c2)NC(=O)CS3)cc1 | 4 | 5 | nt | nt | 6 | -0.1 | nt | nt | nt
CCOC(=O)c1cc(OC(=O)c2ccccc2Br)n(-c2ccccc2)n1 | 3 | 0 | 0 | -4 | -1 | 0.0 | 3 | -1.0 | -4
Cc1nnc2sc(SCC(=O)Nc3ccc(Cl)cc3)nn2c1=O | 6 | 2 | -5 | -2 | 1 | -0.2 | -3 | 1.9 | 4

New compounds follow
SMILES | procasp7 counter | JMJD2C inh | TPT1 inhibitor | CTSL1 counter | proCasp3 act | Efflux pump inh | core dimer inh | PP5 inh | PP1 inh
Cc1ccc(CC(=O)Nc2ccc(S(=O)(=O)N3CCOCC3)cc2)cc1 | -3 | 6 | -1 | 0 | 0 | -0.1 | 0 | 1.9 | 0
O=C(CN1CCCc2ccccc21)Nc1cc(S(=O)(=O)N2CCCC2)ccc1Cl | 2 | 6 | nt | nt | -3 | 0.0 | nt | 1.6 | 3
COCCNC(=O)C(c1ccc(C)cc1)N(CCOC)C(=O)CCC(=O)Nc1nccs1 (stereo unspecified) | -4 | 1 | 3 | -5 | 4 | 0.0 | -5 | -2.0 | 4
COc1cccc(C(=O)Cn2c(Br)nc3c2c(=O)n(C)c(=O)n3C)c1 | -5 | 2 | 0 | -1 | 2 | -0.1 | 1 | -0.5 | 13
CS(=O)(=O)N1CCC(C(=O)Nc2ccc(Oc3ccccc3)cc2)CC1 | -2 | -1 | -1 | -6 | -6 | 0.3 | 10 | 3.8 | -6
O=C(NCc1csc(-c2cccs2)n1)C1CCC1 | 13 | 4 | -2 | -1 | 3 | -0.1 | 1 | 0.0 | -7
COCCN1CCN(c2c3c(nc4cc(-c5cccc(F)c5)nn24)CCC3)CC1 | 6 | 19 | 2 | -1 | -9 | 0.1 | 0 | 3.2 | 3
O=C(NC1CCSc2ccccc21)c1c(F)cccc1Cl (stereo unspecified) | -3 | -2 | 2 | 0 | -2 | 0.3 | 9 | -0.4 | -1
O=C(NCCN1CCN(S(=O)(=O)c2ccccc2)CC1)C(=O)Nc1ccc(F)cc1 | 1 | -1 | 2 | 1 | -2 | -0.1 | 3 | 1.6 | 0
CCc1nnc(NC(=O)c2cccc(OC)c2)s1 | 3 | 6 | 2 | 2 | -7 | -0.2 | -8 | 1.4 | -2
CC(/C=C1\SC(=S)N(CCC(=O)Nc2ccc(O)cc2)C1=O)=C\c1ccccc1 | 0 | 3 | 0 | 2 | 2 | -0.2 | 24 | 1.8 | 15*
Cc1c(NC(=O)CCC(=O)N2CCCCC2)c(=O)n(-c2ccccc2)n1C | -7 | 3 | -1 | -5 | 8 | -0.1 | -2 | 2.1 | -2
CN1CCN(C2CC(=O)N(Cc3ccc(N4CCCC4=O)cc3)C2=O)CC1 (stereo unspecified) | 1 | -7 | 1 | -2 | -7 | 0.0 | 1 | 7.6 | 2
C=CCn1c(SCc2nnc(-c3ccccc3)o2)nnc1C(O)c1ccccc1 (stereo unspecified) | -18 | 5 | -8 | -4 | -1 | 0.1 | 4 | 0.3 | 3
CC(C)NC(=O)Nc1n[nH]c(Nc2ccc(Cl)cc2)n1 | 7 | -1 | -6 | -3 | 4 | -0.1 | 0 | 0.0 | -3
CCCCCCCN(C(=O)CCl)c1ccccc1C | -6 | 4 | 2 | 3 | -7 | 0.3 | 1 | -2.1 | -4
Cc1cccc(C)c1N=Cc1c(C(F)(F)F)[nH][nH]c1=O | 6 | -6 | -1 | 2 | 3 | 0.0 | 10 | 2.1 | -3
O=C(O)c1ccc(Cl)c(S(=O)(=O)N2CCC(Cc3ccccc3)CC2)c1 | -2 | 24 | 1 | 2 | 16 | -0.2 | 17 | 1.1 | 0
Clc1nc(-c2ccccc2)cc(-c2ccccc2)n1 | -3 | -3 | -1 | 0 | -7 | -0.2 | -4 | 2.3 | 5
CCOC(=O)Cc1csc(NC(=O)Cc2ccccc2[N+](=O)[O-])n1 | -3 | -5 | -2 | -1 | -10 | -0.1 | 5 | -2.2 | -3
CC(C)n1cc(CN2CCCC(C(=O)Nc3cccc(-c4cc5ccccc5[nH]4)c3)C2)cn1 (stereo unspecified) | -3 | 14 | 4 | -3 | -5 | 0.1 | -9 | 6.3 | 1
Cn1nc(N)c2c(-c3ccc(Cl)cc3)c(C#N)c(N)nc21 | -10 | 6 | 2 | 0 | -2 | 4.9 | -20 | 1.6 | 1
O=C(NCc1ccco1)C(=S)N1CCCCC1 | 4 | -38 | 1 | -6 | -5 | -0.3 | 0 | 1.0 | -1
COc1cccc(C(=O)Nc2c3c(nn2-c2ccc([N+](=O)[O-])cc2)CS(=O)(=O)C3)c1 | -1 | 37 | 0 | 1 | 0 | 0.0 | 4 | -1.1 | -3
CCNC(=O)CN(c1ccc(C)cc1)S(=O)(=O)c1ccc(SC)cc1 | 11 | -2 | 3 | 4 | -3 | -0.1 | -3 | -1.2 | 2

Bioassay records: PubChem, several laboratories
